From PubChem
N370S GC: inhibits or activates N370S mutant glucocerebrosidase; AID 2101; P04062; 330,000 compounds, 0.092% hits; N370S GC spleen homogenate, 4MU-glucoside fluorescence; Potency, µM (highest dose often 59.4 µM), for the others: at the top dose activity change, negative = inhibition, hits mostly inhibitors;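 also: 0% = full enzyme activity and -100% = no enzyme basal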
FEN1 inhibitor: inhibitors of human flap endonuclease 1; Recombinant FEN1 flap cleavage, fluorescence, 15 min; 390,000 compounds, 0.35% hits; P39748; AID 588795; Potency, µM (titrated, usually from 114 µM), for inactives: at the highest dose activity change, negative = inhibition, usual class: inhibitors; also: nearly all actives have a fitted effect of over 65% in size
Target sequence (P39748 whole entry, looked up): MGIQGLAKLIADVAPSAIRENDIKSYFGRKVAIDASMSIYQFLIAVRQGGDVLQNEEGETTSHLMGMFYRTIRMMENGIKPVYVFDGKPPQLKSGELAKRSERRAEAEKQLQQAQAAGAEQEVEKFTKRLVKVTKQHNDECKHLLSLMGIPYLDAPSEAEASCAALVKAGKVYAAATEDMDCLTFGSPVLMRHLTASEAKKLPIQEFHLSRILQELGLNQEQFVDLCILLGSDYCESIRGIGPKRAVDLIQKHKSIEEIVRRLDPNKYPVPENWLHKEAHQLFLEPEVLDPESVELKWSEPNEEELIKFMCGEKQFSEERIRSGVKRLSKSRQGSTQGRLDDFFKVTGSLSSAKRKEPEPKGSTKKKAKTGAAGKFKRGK
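With each library titrated from low to high concentration, compounds met 10 nM FEN1 for 15 min at room temperature before 50 nM substrate was added; readings at 0 and 15 min fed four-parameter Hill curve fits.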
TDP1 block: TDP1 (human) enzyme inhibition | recombinant TDP1, AlphaScreen DNA substrate cleavage | Potency, µM (top dose mostly 130 µM), for the others: at the top dose activity change, negative = inhibition, actives largely listed as inhibitors | 350,000 compounds, 0.28% hits | AID 485290; also: nearly all actives have a fitted effect of over 40% in size
Target sequence (Q9NUW8 whole entry, looked up): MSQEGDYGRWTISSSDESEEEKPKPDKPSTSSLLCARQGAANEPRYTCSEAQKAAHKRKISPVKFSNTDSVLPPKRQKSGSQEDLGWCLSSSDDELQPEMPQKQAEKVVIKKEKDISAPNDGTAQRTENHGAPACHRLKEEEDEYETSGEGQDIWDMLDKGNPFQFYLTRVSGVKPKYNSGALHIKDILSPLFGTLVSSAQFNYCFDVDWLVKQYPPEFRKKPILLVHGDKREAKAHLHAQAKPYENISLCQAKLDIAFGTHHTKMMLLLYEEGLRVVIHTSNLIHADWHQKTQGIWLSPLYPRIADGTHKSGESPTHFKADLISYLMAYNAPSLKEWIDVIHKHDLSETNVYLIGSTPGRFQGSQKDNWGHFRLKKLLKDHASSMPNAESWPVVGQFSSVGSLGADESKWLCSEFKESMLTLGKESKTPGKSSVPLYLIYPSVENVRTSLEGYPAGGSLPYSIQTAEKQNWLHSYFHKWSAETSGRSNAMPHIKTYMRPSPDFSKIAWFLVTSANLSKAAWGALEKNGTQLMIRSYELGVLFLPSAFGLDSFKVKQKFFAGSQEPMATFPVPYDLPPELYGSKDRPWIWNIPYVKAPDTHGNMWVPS
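Steps: enzyme plus compound, 15 min RT; add biotin/phosphotyrosine-FITC oligonucleotide (15 nM final), react 5 min; add donor/acceptor beads (10 ug/ml final), 10 min; read AlphaScreen. Tdp1 at 1 nM final.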
* = called active by the depositor; ? = inconclusive; · = not tested or not shown; [ ] = another dose, or the depositor's remark. Calls follow the shape of the dose curve; as a rule, active = well fitted curve in the direction sought with a large enough effect; inconclusive = small, poorly fitted or top-dose-only effect, or another doubt; inactive = no such curve, though single readings can be large; an effect the other way counts as inactive or inconclusive. Unless noted, % is scaled to controls: 0 for no effect and ±100 for the full control effect; potency is read from the fitted curve at half-maximal effect.

SMILES	N370S GC	FEN1 inhibitor	TDP1 block
CCC1(CC)NC(=S)N(Nc2ccccc2)C1=O	7%	0%	3%
COC(=O)CN1C(=O)COc2ccc(S(=O)(=O)N3CCCCCC3)cc21	-3%	0%	1%
COc1ccc(C(=O)N2CC3(C)CC2CC(C)(C)C3)cc1OC (configuration not stated)	-3%	9%	-1%[56.1 µM]
O=C(CCOc1ccccc1)Nc1ccccc1F	-8%	-10%	·
CCCS(=O)(=O)N1CCC(C(=O)NCCCOC)CC1	7%	8%	4%
CC1CCCN(CCOCCSc2ccccc2)C1 (configuration not stated)	10%	-10%	0%
CCn1cnc2scc(-c3ccc(OC)cc3)c2c1=O	-6%	-6%	0%
CCc1ccc(OCC(=O)N/N=C/c2cc([N+](=O)[O-])ccc2N2CCCCCC2)cc1	8%	3%	-1%
CCCCCCC(=O)N=Nc1c(O)[nH]c2ccc([N+](=O)[O-])cc12	0%	6%	2%
CCOc1ccc(OCC)c(NC(=O)C2CCN(c3nnc(-n4cccc4)s3)CC2)c1	·	0%	-1%
CCC(C)N(C(=O)CCC(=O)Nc1cc(C)on1)C(C(=O)NC(C)(C)C)c1ccccc1Cl (configuration not stated)	-7%	4%	0%
CCN(C(=O)COC(=O)c1cc(S(=O)(=O)N2CCc3ccccc32)ccc1OC)C1CCS(=O)(=O)C1 (configuration not stated)	7%	0%	-2%
CN1C(=O)CSc2ccc(C(=O)O)cc21	-11%	-1%	4%
COC/C=C/C1=CC2=CC(=O)C(C)(OC(=O)c3cnc4ccccc4n3)C(=O)C2=CN1C(CO)CO (configuration not stated)	?	-5%	7%[12.3 µM]
C#CCNC(=O)C1=C[C@H](c2cn(C(C)=O)c3ccccc23)[C@@H](CCCO)[C@H](OCC)O1	-7%	-5%	5%
CSc1nc2ccccc2c(=O)n1C1CCOC(C)(C)C1 (configuration not stated)	7%	-9%	6%
Fc1ccc(-[n+]2nc(Nc3ccccc3)sc2-c2cccc(Cl)c2Cl)cc1	0%	7%	·
COc1ccc(N2CCN(C(CNC(=O)C3CCCCC3)c3cccnc3)CC2)cc1 (configuration not stated)	3%	-1%	-1%
Cn1nc(C(=O)NCCN2CCOCC2)c2ccccc2c1=O	-1%	-7%	-6%
CC(=O)Nc1ccc(C(=O)NC2CCCC2)cc1	1%	-1%	2%
Cc1cc(O)c(C(c2cccc(Cl)c2)N2CCN(c3ccccc3)CC2)c(=O)n1Cc1ccco1 (configuration not stated)	·	?	8%
COC(=O)c1ccc(COc2ccc(NC(C)=O)cc2)o1	-4%	10%	1%
COc1cccc(OCc2cc(C(=O)N(C)CCOc3ccc(C)cc3)no2)c1	1%	?	-2%
COc1ccc(S(=O)(=O)N2CCC(C(=O)c3ccc4c(c3)OCCO4)CC2)cc1	-15%	-15%	0%
C=CCn1c(SC)nc2sc3c(c2c1=O)CCc1ccccc1-3	5%	-3%	-3%
CN1CCN(C(=S)NC(=O)c2ccc(Cl)cc2)CC1	0%	-1%	-2%
c1coc(CNc2nc3sc4c(c3c3ncnn23)CCCC4)c1	-9%	-2%	4%
Cc1ccc(NC(=O)NCc2ccccn2)cc1	5%	13%	-5%
Cn1c(SCC(=O)Nc2sccc2C#N)nnc1-c1ccccc1	-14%	-8%	1%
Cc1ccccc1-n1ncc2c1CC(C)(C)CC2NC(=O)C1CCC1 (configuration not stated)	-5%	1%	2%
CC(=O)c1ccc(OC(=O)/C=C/c2ccccc2)cc1	2%	-17%	·
Cc1ccc(S(=O)(=O)Nc2cccc3ccc[n+](C)c23)cc1	-14%	·	4%
COc1cc(C=O)ccc1OCC(=O)Nc1cccc(S(=O)(=O)N(C)c2ccccc2)c1	-26%	2%	·
CCc1ccc(N(CC)C(=O)c2cn(C)c(=O)c3ccccc23)cc1	1%	9%	·
COc1cccc(-n2c(SCC(=O)NC3CCS(=O)(=O)C3)nc3ccccc3c2=O)c1 (configuration not stated)	·	24%	1%[56.1 µM]
CC1CCC2C(=O)N(c3ccc(C(=O)Oc4cccc5cccnc45)cc3)C(=O)C2C1 (configuration not stated)	7%	1%	-5%
CCOc1c(Br)cc(CNc2ncn[nH]2)cc1OC	1%	0%	0%
CCCCCCCCCCCCCCCC(=O)NCC(COP(=O)([O-])OCC[N+](C)(C)C)OCC (configuration not stated)	1%	?	-6%[56.1 µM]
COc1ccc(C(=O)Cn2c(C(=O)/C=C/c3ccccc3)nc3ccccc32)cc1	8%	-2%	7%
COc1ccc(CCNC(=O)Cn2c(=O)nc(-c3ccccc3F)c3cc(Cl)ccc32)cc1OC	·	-4%	1%
COC(=O)c1c(C)[nH]c(C(=O)OC(C)C(=O)N2CCOCC2)c1C (configuration not stated)	-11%	-7%	0%
Cc1nc(Nc2ccc3c(c2)OCCO3)c2oc3ccccc3c2n1	-7%	?	2%
CCn1c(C(=O)N2CCC(C(=O)NCc3ccc4c(c3)OCO4)CC2)cc2sccc21	-9%	13%	5%
O=C(CSc1ccccc1)Nc1cc(Cl)ccc1Oc1ccccc1	?	15%	-12%
COc1ccc(Nc2nc(-c3ccccc3)nc3ccccc23)cc1S(=O)(=O)N1CCOCC1	14µM*	-28%	2%

A second format for some results above:
COC(=O)CN1C(=O)COc2ccc(S(=O)(=O)N3CCCCCC3)cc21
  N370S GC = -3%; FEN1 inhibitor = 0%; TDP1 block = 1%

COc1ccc(CCNC(=O)Cn2c(=O)nc(-c3ccccc3F)c3cc(Cl)ccc32)cc1OC
  N370S GC = ·; FEN1 inhibitor = -4%; TDP1 block = 1%

More structures
SMILES	N370S GC	FEN1 inhibitor	TDP1 block
CCn1c(CSc2nnc(-c3ccc4c(c3)OCO4)o2)nc2cc(S(=O)(=O)N(C)C)ccc21	-20%	1%	7%
COc1cccc(Cn2cc(C(=O)NCCN(C)C)nn2)c1	14%	18%	6%
COc1cc(OC)nc(Oc2ccc(NC(C)=O)cc2)n1	0%	10%	2%
CCOc1ccc(-n2c(=O)c3c4c(sc3n(CC(=O)NC(C)CC)c2=O)CCC4)cc1 (configuration not stated)	·	3%	0%
CC(=O)N1CCN(C(=S)Nc2cc(S(=O)(=O)N3CCOCC3)ccc2Cl)CC1	2%	-13%	3%
Cc1nc2ccc([N+](=O)[O-])cc2c(=O)n1Cc1ccc([N+](=O)[O-])cc1	1%	-22%	·
CC(C)(C)NC[C@@H](O)COc1cccc2c1CCCC2=O	-11%	-8%	·
O=C(NCCc1ccccc1)C(=O)NCC1CCCN1S(=O)(=O)c1cccs1 (configuration not stated)	-1%	-2%	1%
Cc1ccc(NP(=O)(Nc2ccc(C)cc2)Nc2ccc(C)cc2)cc1	14%	-1%	6%
COc1ccc(/C=N/Nc2nc(C(=O)O)cs2)cc1	-7%	1%	·
COc1ccc(-n2c(C)cc(/C=C3\SC(=O)NC3=O)c2C)cc1	-13%	18%	·
CCCN(c1nc(C)cc(OC)n1)S(=O)(=O)c1ccccc1	4%	-22%	-2%
COc1c2ccoc2c(OC(C)=O)c2oc(C)cc(=O)c12	-6%	-5%	·
O=C(NC1CCCCC1)c1cc(Nc2cccc(C(F)(F)F)c2)nc2ccccc12	·	-4%	0%
CCOc1ccccc1CNC(=O)CCC(=O)N1CCSc2ccccc21	·	10%	3%

2 consecutive records from above, for reference:
SMILES	N370S GC	FEN1 inhibitor	TDP1 block
COc1cccc(Cn2cc(C(=O)NCCN(C)C)nn2)c1	14%	18%	6%
COc1cc(OC)nc(Oc2ccc(NC(C)=O)cc2)n1	0%	10%	2%

Continued.
SMILES	N370S GC	FEN1 inhibitor	TDP1 block
COC(=O)c1nn(Cc2ccccc2)c(=O)c2ccccc12	5%	0%	-5%
CC1=C(C)CC(C(=O)NCc2cccc(Cl)c2)C(C(=O)O)C1 (configuration not stated)	-3%	·	4%
COCCNC(=O)COc1ccccc1Cl	0%	0%	0%
CCOc1ccc(CSC(CC(=O)O)C(=O)O)cc1 (configuration not stated)	-3%	-1%	2%
O=C(NN=C1CCCCCCCCCCC1)c1ccncc1	5%	2%	9%
CCC/C=N/NC(=O)C1COc2ccccc2O1 (configuration not stated)	7%	-1%	3%
O=C(CN1C(=O)C2CCCCC2C1=O)Nc1ccccc1C(=O)O (configuration not stated)	1%	-3%	5%
CSc1ccccc1NC(=O)CSCc1ccccc1Br	-23%	4%	-3%
Nc1c(C(=O)NCc2ccco2)nnn1-c1ccccc1	-8%	1%	8%
CCOC(=O)CSc1[nH]c2cc(OC)ccc2c1[N+](=O)[O-]	7%	6%	-5%
CCOC(=O)c1cnc2cc(C(F)(F)F)ccc2c1N1CCN(c2ccc(F)cc2)CC1	·	7%	1%
CCCCc1nc2cc(C(=O)N3CCNC(=O)C3CC(=O)OC)ccc2o1 (configuration not stated)	-5%	2%	3%[56.1 µM]
COC(=O)CCNC(=O)Cc1ccc(S(=O)(=O)N2CCCCC2)s1	-16%	-5%	2%
CNC(=O)c1c(O)c2cccc3c2n(c1=O)CCC3	-6%	-3%	·
COc1ccc2c([N+](=O)[O-])c(Cl)[nH]c2c1	-5%	18µM*	-2%
COc1ccc(CCNC(=O)CCc2c(C)nc3cc(-c4ccccc4OC)nn3c2C)c(OC)c1	·	-16%	3%
O=[N+]([O-])c1ccc2sc(SCc3nc4ccccn4c3Br)nc2c1	3%	·	-1%
COc1ccc(NC(=O)CSc2nncc(=O)n2N)cc1OC	-15%	-1%	1%
Cc1csc(NC(=O)CSCc2c(C)noc2C)n1	-3%	16%	·
O=C(NCCCc1nc2ccccc2n1Cc1ccccc1F)c1ccco1	·	-3%	9%
O=C(CCc1ccc(F)c(F)c1)NC1CCCN(Cc2ccc(Cl)cc2)C1 (configuration not stated)	-1%	7%	·
O=C(CCc1ccccc1)NNC(=O)Nc1ccc(Br)cc1	-16%	4%	0%
O=C(COC(=O)CC1CC2CCC1C2)Nc1c(F)cccc1F (configuration not stated)	-2%	-2%	-4%
COc1cccc(C(=O)Nc2ccc(-c3nc4ccccc4o3)c(O)c2)c1	9%	-4%	0%
Cc1nc(C)c(C(=O)OCC(=O)Nc2ccccc2SCC#N)s1	·	-11%	-1%[56.1 µM]
NC(=O)c1cc2ccccc2o/c1=N\NC(=O)c1ccncc1	11%	2%	5%
CCOc1ccc(NC(=O)CSc2nc(-c3ccccc3)c3cc(OCC)ccc3n2)cc1	·	-2%	9%
CCOc1ccc(-n2cc(-c3ccccc3)c3c(SC(C)C(=O)OC)ncnc32)cc1 (configuration not stated)	4%	-11%	3%
CCOc1ccc(-n2nc3ccc(NC(=O)c4ccc(C)cc4C)cc3n2)cc1	·	8%	5%
CCOc1ccccc1N(CC(=O)NC1CCCCC1)C(=O)CCC(=O)Nc1nccs1	-6%	3%	3%[0.0935 µM]

Record cards, as listed above:
Cn1nc(C(=O)NCCN2CCOCC2)c2ccccc2c1=O is entered as N370S GC = -1%; FEN1 inhibitor = -7%; TDP1 block = -6%
CSc1ccccc1NC(=O)CSCc1ccccc1Br is entered as N370S GC = -23%; FEN1 inhibitor = 4%; TDP1 block = -3%

(next part)
SMILES	N370S GC	FEN1 inhibitor	TDP1 block
Cc1ccc(Oc2cc(-n3nc(C)cc3C)ncn2)cc1	13%	1%	·
O=S(=O)(c1ccc(Cl)cc1)N1CCC2(CC1)OCCN2S(=O)(=O)c1cccs1	1%	2%	3%
O=C(Cc1ccccc1)Nc1ccc2c(c1)CCC2	13%	1%	2%
Cc1ccc(NC(=O)c2cnc(N3CCN(c4ccccn4)CC3)c3ccccc23)c(Br)c1	17%	-6%	4%
O=C(Nc1ccc(OC(F)(F)F)cc1)c1cc(-c2ccc(Cl)cc2)on1	·	0%	-1%
Cc1nc(Sc2nnnn2C)c2c3c(sc2n1)CCC3	-4%	4%	8%
NC(Cc1c[nH]c2ccc(OCc3ccccc3)cc12)C(=O)O (configuration not stated)	0%	8%	·
COc1ccc(C(=O)c2ccc(OC)cc2O)c(O)c1	-12%	0%	5%
CCc1nc2ccccc2n1CCCCOc1ccc(Cl)cc1	·	-14%	3%
O=S(=O)(Nc1nc2ccccc2nc1NCCN1CCOCC1)c1cccc(Cl)c1	?	12%	7%
CC(C)CNC(=O)COc1cccc(C(=O)NCc2ccccc2)c1	0%	0%	7%
COc1ccc(N2CCN(C(=O)c3ccc(COc4ccc5c(C)cc(=O)oc5c4)cc3)CC2)cc1	11%	6%	5%
CC(=O)Nc1ccc(S(=O)(=O)NC2(C(F)(F)F)NC(=O)N(CCc3ccc(F)cc3)C2=O)cc1 (configuration not stated)	·	10%	2%

This is a random part of the collection; any-hit rate near 0.57%.
